TEAD-YAP block: TEAD-YAP interaction inhibition. HEK-TIYL cells, TEAD-Gal4/YAP UAS-luciferase luminescence. inhibition, % at 9.12 µM. 640,000 tested, 1.4% active; in the data active = inhibition above about 32%;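 also: 0% = median of test compound wells and 100% = reference inhibitor wells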
MITF primary: blocks human microphthalmia-associated transcription factor. 650,000 tested, 0.91% active. AID 1259374. inhibition, % at 2.6 µM. O75030. AlphaScreen MITF homodimerization, bead proximity signal; in the data active = inhibition above about 50%;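 also: 0% = vehicle wells with protein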
FBW7 act: human FBW7 E3 ligase activation, primary screen | Q969H0 | AlphaScreen FBW7–phospho-cyclin E peptide binding, activator screen | normalized activity (activation), % at 26.1 µM | 650,000 tested, 0.13% active | AID 1259310; in the data active = normalized activity above about 1.9%;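 also: purified mutant Fbw7 with reduced substrate affinity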
Target sequence (Q969H0 whole entry, looked up): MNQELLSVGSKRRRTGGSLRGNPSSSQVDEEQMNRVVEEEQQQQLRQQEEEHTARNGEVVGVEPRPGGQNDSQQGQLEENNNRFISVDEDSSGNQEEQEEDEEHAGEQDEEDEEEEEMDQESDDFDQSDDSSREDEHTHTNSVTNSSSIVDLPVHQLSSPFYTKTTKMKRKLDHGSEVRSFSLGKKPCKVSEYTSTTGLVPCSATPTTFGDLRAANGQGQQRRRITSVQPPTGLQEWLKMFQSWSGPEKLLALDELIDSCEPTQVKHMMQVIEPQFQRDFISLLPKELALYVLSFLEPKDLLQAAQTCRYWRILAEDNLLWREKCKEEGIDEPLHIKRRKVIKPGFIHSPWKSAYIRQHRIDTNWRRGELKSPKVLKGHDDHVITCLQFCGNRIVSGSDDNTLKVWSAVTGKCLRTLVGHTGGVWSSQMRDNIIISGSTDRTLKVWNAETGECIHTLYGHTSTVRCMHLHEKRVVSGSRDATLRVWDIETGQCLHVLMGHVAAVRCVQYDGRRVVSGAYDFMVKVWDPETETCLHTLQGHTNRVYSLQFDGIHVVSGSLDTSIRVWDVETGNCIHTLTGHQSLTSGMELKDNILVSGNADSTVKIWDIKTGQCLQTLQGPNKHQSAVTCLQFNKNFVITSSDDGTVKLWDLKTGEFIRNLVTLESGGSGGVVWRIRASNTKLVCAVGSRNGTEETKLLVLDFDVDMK
GPR151 activ: human GPR151 activation; Q8TDV0; PathHunter beta-arrestin GPR151 cells, luminescence; activation, % at 11.2 µM; 650,000 tested, 1% active; in the data active = activation above about 4.9%;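 also: 0% = median of compound wells and 100% = cells with positive control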
An asterisk follows results filed as active; . = no result given.

Compound	TEAD-YAP block	MITF primary	FBW7 act	GPR151 activ
O=C(O)CNC(=O)CN1C(=O)c2cccc([N+](=O)[O-])c2C1=O	6	-5	-0.1	-0.8
COc1cc(/C=C/C(=O)NC2CCCCC2)cc(S(=O)(=O)NCc2ccco2)c1OC	4	15	-0.1	3.4
CCOC(=O)c1cnn(-c2nc3sc4c(c3c(=O)[nH]2)CCCC4)c1N	0	5	0.4	-0.3
COc1cccc(OCCOCC(O)CN2CCN(C)CC2)c1 (stereo not given)	-4	-1	-0.1	1.4
CC1=NNC(=O)C1CCC(=O)N/N=C\C=C\c1ccco1 (stereo not given)	-2	-20	-0.1	-0.5
CC1=NNC(=O)C1CCC(=O)N/N=C\c1ccccc1F (stereo not given)	7	-16	0.2	-0.2
COc1cccc(C(=O)NCc2c(-c3ccc(F)cc3)nc3n2CCS3)c1	-4	8	0.0	0.2
C#CCCCO/N=C1\C[C@@H](O)[C@@H](O)[C@@H]2[C@@H]3C(=O)N(Cc4ccc5c(c4)OCO5)C(=O)[C@@H]3CC[C@H]12	.	3	-0.2	-0.8
COc1ccc(NC(=O)c2cc(I)ccc2Cl)cc1[N+](=O)[O-]	-4	-3	0.2	-2.2
CCCSc1nnc2c(n1)OC(c1ccc(Cl)cc1)Nc1ccccc1-2 (stereo not given)	-14	0	-0.1	1.0

The closing 4 compounds of the part above are carried over, then new ones follow.
Compound	TEAD-YAP block	MITF primary	FBW7 act	GPR151 activ
COc1cccc(C(=O)NCc2c(-c3ccc(F)cc3)nc3n2CCS3)c1	-4	8	0.0	0.2
C#CCCCO/N=C1\C[C@@H](O)[C@@H](O)[C@@H]2[C@@H]3C(=O)N(Cc4ccc5c(c4)OCO5)C(=O)[C@@H]3CC[C@H]12	.	3	-0.2	-0.8
COc1ccc(NC(=O)c2cc(I)ccc2Cl)cc1[N+](=O)[O-]	-4	-3	0.2	-2.2
CCCSc1nnc2c(n1)OC(c1ccc(Cl)cc1)Nc1ccccc1-2 (stereo not given)	-14	0	-0.1	1.0
O=C(CCS(=O)(=O)c1ccc(Br)cc1)NCCc1ccc(Cl)cc1	10	6	-0.1	3.1
Cc1ccc(CNCc2c(C(=O)O)[nH]c3ccccc23)cc1	3	3	0.0	0.0
Cc1ccc(-c2csc3nc(CN(C)C4CCN(C)CC4)[nH]c(=O)c23)cc1	-2	59*	-0.2	0.3
O=C(/C=C/c1cccc(F)c1F)N1CCC[C@@H]2CN(Cc3ccsc3)CC[C@H]21	-10	3	0.1	1.3
Cc1nn(Cc2ccccc2)c(=O)n(Cc2ccccc2)c1=O	-6	1	0.0	1.6
COc1cc(Nc2cc(-c3csc4ccccc34)nc(N)n2)cc(OC)c1OC	4	2	-0.1	0.5
CC(C)N(Cc1ccccc1)S(=O)(=O)c1ccc2[nH]c(=O)ccc2c1	-13	11	0.0	-1.8
O=C(COC(=O)c1cccnc1Cl)c1ccc(Cl)s1	-8	3	0.2	0.0
CCc1nnc(NC(=O)CSc2nc(C)cc(C)n2)s1	-1	-2	0.5	-1.2
C/C(=N\OCC(=O)Nc1cc(C)on1)c1cccs1	3	13	0.8	-1.7
COC(=O)c1ccc2c(c1)nc(SCc1ccc(Cl)cc1)n1c3ccccc3nc21	-11	2	0.0	0.6
N#C/C(C(=O)Nc1ccc(F)cc1)=C(/O)c1ccc(Cl)cc1	-8	-9	-0.1	-3.5
Brc1ccc(-n2cc(-c3ccccc3)c3c(NCCN4CCOCC4)ncnc32)cc1	-2	7	-0.2	1.8
O=C1/C(=C\c2ccc(N3CCOCC3)c([N+](=O)[O-])c2)Sc2ccccc21	5	1	0.0	0.5
CN(C)CC(C)(C)CNC(=O)CC1C(=O)NCCN1Cc1ccc(-c2ccccc2)cc1 (stereo not given)	-6	-13	-0.1	0.1
c1ccc(-c2nc3ccccc3nc2-c2ccccc2)cc1	3	12	0.0	0.1
CCN(Cc1cnn(C)c1)C(=O)CCc1nnc(CCCCc2ccccc2)o1	-14	12	0.1	-1.3
Cc1cc(C(F)F)n2ncc(C(=O)N3CCC(C(=O)c4ccco4)CC3)c2n1	-13	-1	0.0	-1.2
O=C(Nc1cc2cc([N+](=O)[O-])ccc2oc1=O)c1ccc(F)cc1	0	-10	-0.1	2.6
CC(=O)c1ccc(N2C(=O)c3ccc(Oc4ccc([N+](=O)[O-])cc4)cc3C2=O)cc1	-7	-10	0.0	1.3
CCOC(=O)c1cn[nH]c1S(=O)(=O)N1CCN(C(c2ccccc2)c2ccccc2)CC1	-1	2	0.3	-0.2
O=C(Cc1ccccc1)Nc1ccnn1C1CCN(Cc2ccccn2)CC1	0	6	-0.1	0.5
COc1ccc(-c2noc(COc3cccc(C)c3)n2)cc1OC	-12	21	0.8	-0.1
Cc1nc2sc(C(c3ccco3)N3CCc4ccccc4C3)c(O)n2n1 (stereo not given)	0	13	0.0	-0.7
Cc1cccc(C(=O)Nc2sc3c(c2C(=O)Nc2ccccn2)CCC(C)C3)c1 (stereo not given)	-5	2	0.2	-0.5
COc1ccc(-c2nc3ccccc3c(=O)n2NCc2cccc(Oc3ccccc3)c2)cc1	78*	0	-0.1	-0.2
O=S(=O)(NCCc1cn2ccccc2n1)c1cccnc1	-24	4	-0.1	-0.2
CCOC(=O)c1sc(NC(=O)C(C)N2C(=O)c3ccccc3C2=O)c(C#N)c1C (stereo not given)	4	24	0.0	-0.2
CCN(CC)C(=O)CNS(=O)(=O)c1cccs1	-6	-7	0.1	-0.7
O=C1/C(=C/c2ccccc2O)SC(=S)N1Cc1cccnc1	1	-5	-0.2	3.2
Cc1ccc(S(=O)(=O)NC(=O)Nc2ncc3c(n2)CC(c2ccco2)CC3=O)cc1 (stereo not given)	-2	-4	0.0	0.0
O=C(CNS(=O)(=O)c1ccc(Cl)c(C(F)(F)F)c1)NC1CCCCCC1	-2	1	0.1	-0.7
CCCNc1nc(NCCN2CCOCC2)nc2c1ncn2C1CCCCC1	6	8	0.0	-0.4
O=C(NCCc1nc(-c2ccncc2)n[nH]1)Nc1cccc(Cl)c1	3	21	0.2	0.2
COc1cccc(CNS(=O)(=O)c2c(C)noc2C)c1	2	1	-0.2	0.8
CCC(NS(=O)(=O)c1ccc(OC)cc1)C(=O)O (stereo not given)	-3	-2	-0.1	-1.2
COc1ccc(Nc2c(-c3ccc(C)cc3)c(=O)c2=O)cc1Cl	-14	6	-0.1	-0.7
NC1=NC(c2ccc(Cl)cc2)n2c(nc3ccccc32)N1 (stereo not given)	-3	-17	0.0	-0.1
Cc1no[n+]([O-])c1COc1ccc(/C=N/n2nnnc2N)cc1	3	-7	0.0	-1.6
O=C(Nc1nc2ccccc2[nH]1)c1cccc(I)c1	-43	-10	-0.1	-0.4
CCN(c1ccc(NC(=O)COC(=O)c2ccc(N)c([N+](=O)[O-])c2)cc1)C(C)C	-3	7	-0.3	-0.6
Clc1ccc(-c2nnc(-c3ccncc3)o2)cc1	-66	-1	-0.1	-0.4
COc1ccccc1C(=O)NCC(=O)N/N=C/c1cccc(Br)c1	-6	-11	0.0	-0.9
COc1ccc(CN2CCN(C3CCC3)CC2CCO)cc1C (stereo not given)	0	9	0.0	-1.0
COC(=O)Nc1nnc(-c2cccc([N+](=O)[O-])c2)s1	0	-6	0.1	-0.9
CCOC(=O)N1CCN(CC(O)COc2ccc3c(c2)OCO3)CC1 (stereo not given)	-4	0	-0.2	4.5
Cc1ccccc1-c1nccc2ccccc12	-29	-16	-0.1	0.1
COc1cccc(CNc2cnn(C34CC5CC(CC(C5)C3)C4)c(=O)c2Cl)c1	6	-6	0.1	2.2
CCOc1ccc(NC(=O)CSc2nc(N)c(C#N)cc2C#N)cc1	14	-139	0.2	0.0
Cc1cccc(Cn2cc(C=C3C(=O)N(C)C(=O)N(C)C3=O)c3ccccc32)c1	-1	-11	-0.1	0.8

Other entries:
Compound	TEAD-YAP block	MITF primary	FBW7 act	GPR151 activ
CCOc1ccccc1C(=O)Nc1nc2nc(C)cc(C)c2s1	-4	7	0.1	-0.3
O=C(Nc1ccc(N2CCOCC2)cc1)c1cccc(-n2nccc2NC(=O)c2ccco2)c1	-25	-2	0.4	-1.7
CCCCc1ccc(-c2ccc(CC)cc2)cn1	-1	8	0.3	-1.4
Cc1ccc(S(=O)(=O)N(C)c2ccc([N+](=O)[O-])cc2N)cc1	1	9	0.0	-0.6
COc1ccc2oc(=O)c(-c3nc4ccccc4o3)cc2c1	-50	7	-0.1	-1.5
COCC1=C(C(=O)OC)C(c2ccc(OC)cc2)n2ncnc2N1 (stereo not given)	8	3	-0.1	1.6
O=C(Cn1c(CCCO)nc2ccccc21)N1CCc2ccccc21	2	-9	0.0	-2.2
COc1ccc(Br)cc1C1C(C#N)=C(N)Oc2n[nH]c(C)c21 (stereo not given)	3	-5	-0.2	-1.8
Cc1ccc(C(=O)N(CCCO)Cc2cc3cc(C)ccc3[nH]c2=O)cc1	-2	2	-0.1	-0.3
Nc1ccc(-c2nc3ccccc3s2)cc1	51*	-8	0.1	-8.6
Cn1[nH]c(=O)c2cc(Cl)c(Cl)cc2c1=O	6	-1	-0.3	0.6
COc1cc(OC)c(C2SCCN2S(=O)(=O)c2ccc(Cl)cc2)cc1OC (stereo not given)	-6	2	-0.1	-0.3
O=C(CCC(=O)N1CCOc2ccccc21)NC1CCN(Cc2ccccc2)CC1	1	2	0.0	3.1
Cc1ccc(OCCOCCNCCN)c(Br)c1	5	35	0.5	0.2
COc1ccc(N2CCN(C(=O)c3ccc(NCc4ccc(F)cc4)c(S(=O)(=O)Nc4cccc(OC)c4)c3)CC2)cc1	28	21	0.1	3.2
Cc1ccc2cc(CN(Cc3ccco3)Cc3nnnn3C(C)(C)C)c(=O)[nH]c2c1	-5	6	0.1	-0.9
COc1ccc(C(=O)NCCSc2c(C)[nH]c3ccccc23)c(OC)c1	5	-3	0.0	0.5
O=C(NCc1ccncc1)C(=O)N/N=C\c1ccc(-c2cccc([N+](=O)[O-])c2)o1	15	29	0.4	-0.4
CC(C)OCCCNC(=O)c1cc(Br)ccc1Cl	2	15	0.2	0.9
Cc1cccc(N2CCN(c3nnnn3-c3ccccc3)CC2C)c1 (stereo not given)	3	-11	0.2	1.0
COc1ccc(C2C(C(C)=O)=C(O)C(=O)N2CCc2ccccc2)cc1 (stereo not given)	-13	-15	0.1	-0.1
C(=C\CSc1nc(-c2ccccc2)c(-c2ccccc2)o1)/CSc1nc(-c2ccccc2)c(-c2ccccc2)o1	-5	-6	-0.3	0.4
CC(C)C(=O)Nc1sc2c(c1C(N)=O)CCN(Cc1ccccc1)C2	-6	-5	-0.1	-1.6
COc1ccc(NC(=O)NNC(=O)c2cc3occc3n2C)c(OC)c1	-3	3	-0.3	0.0
CCOc1ccc(NC(=O)NC(C)(C)C)cc1	-13	-7	0.0	0.0
COc1ccc(-c2nc(Nc3ccc(N4CCOCC4)cc3)c3ncn(CCN4CCCC4=O)c3n2)cn1	-44	3	-0.3	1.0
CN(Cc1ccon1)C(=O)CC1C(=O)NCCN1CCCc1ccccc1 (stereo not given)	-9	17	0.2	-1.9
COc1ccc(-c2cnnc(NCCSc3nnc(C)s3)n2)cc1	13	8	0.3	-0.6
CCc1cccc(C)c1NC(=O)C1CCCN1C(=O)NCc1ccccc1 (stereo not given)	-9	-19	-0.1	0.7
O=C(CC1CCC1)Nc1ccccc1	-5	5	0.4	-0.5

Compounds listed so far that have a cyano group:
Compound	TEAD-YAP block	MITF primary	FBW7 act	GPR151 activ
N#C/C(C(=O)Nc1ccc(F)cc1)=C(/O)c1ccc(Cl)cc1	-8	-9	-0.1	-3.5
CCOC(=O)c1sc(NC(=O)C(C)N2C(=O)c3ccccc3C2=O)c(C#N)c1C (stereo not given)	4	24	0.0	-0.2
CCOc1ccc(NC(=O)CSc2nc(N)c(C#N)cc2C#N)cc1	14	-139	0.2	0.0
COc1ccc(Br)cc1C1C(C#N)=C(N)Oc2n[nH]c(C)c21 (stereo not given)	3	-5	-0.2	-1.8

Continued:
Compound	TEAD-YAP block	MITF primary	FBW7 act	GPR151 activ
Cc1cccc(CCNC(=O)c2cn(C)c(=O)c3c2c2ccccc2n3C)c1	7	6	0.4	-0.8
CC1=C/C(=N\S(=O)(=O)c2ccc(C)cc2)C=C(O/N=C2/C(=O)C=Cc3ccccc32)C1=O	-5	-14	-0.3	-0.2
CC(=O)Oc1ccc(NS(=O)(=O)c2ccccc2)cc1	-3	-5	0.0	-0.3
COC(=O)c1ccc(COC(=O)/C=C/c2ccc(OC)cc2OC)cc1	-11	-9	0.0	-0.7
CC1CCCN(S(=O)(=O)c2ccc(C(=O)Nc3nc4c(s3)CSc3ccccc3-4)cc2)C1 (stereo not given)	15	13	0.5	-0.2

Grouped by structure: the compounds so far containing a tert-butyl group
Compound	TEAD-YAP block	MITF primary	FBW7 act	GPR151 activ
Cc1ccc2cc(CN(Cc3ccco3)Cc3nnnn3C(C)(C)C)c(=O)[nH]c2c1	-5	6	0.1	-0.9
CCOc1ccc(NC(=O)NC(C)(C)C)cc1	-13	-7	0.0	0.0

Compound activity from PubChem BioAssay.

Hits appear at their usual frequency. Share with any hit: about 3.4%.
